Avidin bead fluor: compound fluoresces at 488/530 nm on avidin beads; fluorescence (KMESF) at 10 µM; 220,000 tested, 0.38% active; compound fluorescence 488/530 nm, flow cytometry; hits give high values; in the data active = fluorescence above about 47; note: inactives centre near 10
ABCG2 inh: blocks JC-1 efflux by human ABCG2 transporter; 190,000 tested, 0.1% active; inhibition, % at 6.6 µM; IgMXP3 cells, flow cytometry; AID 1325; Q9UNQ0;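 active = inhibition above 80%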;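 note: 0% = DMSO and 100% = nicardipine control wells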
Target sequence (Q9UNQ0 whole entry, looked up): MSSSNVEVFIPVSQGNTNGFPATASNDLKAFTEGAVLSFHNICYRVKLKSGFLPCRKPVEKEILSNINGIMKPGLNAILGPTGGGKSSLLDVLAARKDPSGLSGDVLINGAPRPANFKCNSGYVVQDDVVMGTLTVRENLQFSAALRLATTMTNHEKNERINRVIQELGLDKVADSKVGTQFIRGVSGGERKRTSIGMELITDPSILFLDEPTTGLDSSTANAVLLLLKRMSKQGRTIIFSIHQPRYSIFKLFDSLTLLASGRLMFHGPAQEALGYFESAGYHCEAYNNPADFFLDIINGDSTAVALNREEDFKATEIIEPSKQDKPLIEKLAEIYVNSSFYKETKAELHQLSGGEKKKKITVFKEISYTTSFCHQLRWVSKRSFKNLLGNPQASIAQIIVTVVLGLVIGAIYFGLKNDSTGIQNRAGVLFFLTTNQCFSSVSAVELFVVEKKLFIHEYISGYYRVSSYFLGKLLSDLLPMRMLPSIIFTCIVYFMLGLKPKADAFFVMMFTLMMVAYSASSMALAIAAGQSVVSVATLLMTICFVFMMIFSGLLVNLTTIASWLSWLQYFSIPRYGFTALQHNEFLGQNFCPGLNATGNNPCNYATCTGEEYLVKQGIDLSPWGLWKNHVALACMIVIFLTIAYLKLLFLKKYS
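test system = two drug-resistant human cell lines, ABCG2 and ABCB1 | amount = 3 million cells/mL final, two lines in 1:1 ratio | reagent = JC-1 transporter substrate | doses = one concentration, 6.6 µM final | incubation = 10 min at 25 °C | signal = flow cytometric JC-1 green MFI at 530 nm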
Cdc42 wt GTP: human Cdc42 wildtype GTP binding change, either direction; GST-Cdc42 beads, Bodipy-GTP binding, flow cytometry; actives lie on both sides; percent activity (GTP binding), % at 10 µM; 190,000 tested, 0.2% active;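 active = percent activity GTP binding at least 20 points away from the 100% baseline, either down as inhibitor or up as activator; inconclusive = compound flagged as likely green fluorescent from well-wide comparison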;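 note: median bead fluorescence of bound Bodipy-FL-GTP at 100 nM; 0% = excess unlabeled GTP control and 100% = no compound control; below 100% means less GTP binding so inhibitor and above means activator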
Target sequence (P60953 whole entry, looked up): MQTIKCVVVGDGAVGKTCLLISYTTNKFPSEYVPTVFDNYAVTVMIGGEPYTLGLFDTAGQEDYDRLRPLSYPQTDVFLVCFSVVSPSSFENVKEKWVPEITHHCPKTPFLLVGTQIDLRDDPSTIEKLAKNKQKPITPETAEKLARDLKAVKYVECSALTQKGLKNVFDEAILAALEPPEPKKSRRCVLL
ABCB1 block: blocks JC-1 efflux by human ABCB1 transporter; AID 1326; P08183; 190,000 tested, 0.067% active; inhibition, % at 6.6 µM; CCRF-Adr cells, flow cytometry; in the data active = inhibition above about 40%;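 note: 0% = vehicle and 100% = reference inhibitor; higher value means more JC-1 retained so stronger ABCB1 efflux block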
HRas wt GTP: human HRas wildtype GTP binding, change in either direction | GTP binding activity, % at 10 µM | GST-Ras wt beads, Bodipy-FL-GTP binding, flow cytometry; actives lie on both sides | P01112 | 190,000 tested, 0.14% active;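 active = GTP binding activity at least 20% away from the 100% baseline, either lowered as inhibitor or raised as activator; inconclusive = flagged as likely green fluorescent, judged across all proteins in the well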;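 note: 0% = unlabeled GTP competition control and 100% = no-compound control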
Target sequence (P01112 whole entry, looked up): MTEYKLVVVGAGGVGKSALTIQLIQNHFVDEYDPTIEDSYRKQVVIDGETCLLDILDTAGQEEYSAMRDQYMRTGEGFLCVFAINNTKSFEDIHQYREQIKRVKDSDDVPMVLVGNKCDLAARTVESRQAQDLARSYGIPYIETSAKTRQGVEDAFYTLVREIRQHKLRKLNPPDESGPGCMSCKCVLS
Rac1 mut GTP: modulators of GTP binding to human Rac1 activated mutant; P63000; GST-Rac1 activated beads, fluorescent GTP binding, flow cytometry; actives lie on both sides; 100% means binding = to untreated wells; percent activity (GTP binding), % at 10 µM; 190,000 tested, 0.11% active;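 active = GTP binding at least 20 percentage points away from the 100% baseline, in either direction, so actives lie on both sides; inconclusive = Compound likely fluorescent itself, or too few beads counted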
Rab7 wt modul: modulators of GTP binding to dog Rab7 wildtype GTPase. GTP binding activity (percent of control), % at 10 µM. 190,000 tested, 0.055% active. GST-Rab7 beads, fluorescent GTP binding, flow cytometry; actives lie on both sides; untreated = 100%, excess cold GTP = 0%;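 active = fluorescent GTP binding to Rab7 beads changed by at least 20 points from the 100% baseline, either direction, mostly lower; inconclusive = compound itself probably fluorescent, or too few beads counted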;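 note: median green fluorescence of bound Bodipy-FL-GTP per Rab7 bead population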
GSH bead fluor: GSH bead compound fluorescence profile; GSH beads flow cytometry, compound fluorescence 488/530 nm; hits give high values; 190,000 tested, 0.25% active; fluorescence (KMESF) at 10 µM; AID 1776; in the data active = fluorescence above about 89;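 note: glutathione beads carrying GST-tagged Bcl family fusion proteins plus one bare bead set; values are compound well signal with DMSO vehicle wells as background; inactives centre near 16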
Rab2A wt mod: changes GTP binding to wildtype dog Rab2A, up or down; P61105; GST-Rab2 wt beads, Bodipy-GTP binding, flow cytometry; GTP binding activity, % at 10 µM; 190,000 tested, 0.19% active;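 active = GTP binding activity at least 20 points away from 100%, either lowered or raised; inconclusive = signal likely due to the compound's own green fluorescence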;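 note: 0% = beads with excess unlabeled GTP and 100% = no-compound control corrected for plate trend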
Pf gametocyte: inhibitors of late stage P. falciparum gametocyte viability; P. falciparum stage V gametocytes, ATP luminescence, 24 h; inhibition, % at 10.9 µM; 150,000 tested, 0.065% active;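 active = inhibition above the mean plus 3 SD of compounds within the control limits, set per campaign, cut at about 38% in these data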;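 note: 0% = DMSO wells and 100% = medium only without gametocytes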
Rac1 wt GTP bind: human Rac1 wildtype GTP binding, inhibitors and activators; 190,000 tested, 0.27% active; GST-Rac1 beads, fluorescent GTP binding, flow cytometry; actives lie on both sides; 0 = cold GTP competed, 100 = untreated; GTP binding activity (% of control), % at 10 µM; AID 757; P63000;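 active = GTP binding activity at least 20 points away from the 100% control level, either lower or higher; inconclusive = compound flagged as likely green fluorescent, judged across all proteins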
* = called active by the depositor; ? = inconclusive; nt = not tested or not shown. Rows were taken by chance, and some 1.1% of all compounds hit somewhere here.

mol	Rac1 mut GTP	HRas wt GTP	Rac1 wt GTP bind	Cdc42 wt GTP	ABCB1 block	Pf gametocyte	Rab7 wt modul	Avidin bead fluor	ABCG2 inh	Rab2A wt mod	GSH bead fluor
COc1ccc(CCNC(=O)C(=O)NCc2ccc(C(C)C)cc2)cc1OC	100.0	99.0	99.0	102.0	0.6	21.1	87.0	9	5.5	100.0	21
Cc1cc(C)c2c(N=NN3CCCCC3)[nH]nc2n1	101.0	98.0	101.0	101.0	0.6	-1.9	95.0	2	7.2	95.0	5
CC1CN(C(=S)SCC(=O)c2ccccc2)CC(C)O1 (stereo not drawn)	99.0	100.0	105.0	104.0	0.1	nt	97.0	7	0.2	98.0	18
CC1=CC(C)(C)Nc2ccc(OC(=O)C(Cc3ccccc3)N3C(=O)C4CCCCC4C3=O)cc21 (stereo not drawn)	97.0	100.0	100.0	101.0	1.3	5.7	98.0	9	3.0	97.0	5
NS(=O)(=O)c1ccc(CCNC(=O)c2ccc(Cl)cc2[N+](=O)[O-])cc1	95.0	97.0	99.0	92.0	1.3	23.2	106.0	10	11.0	96.0	17
N#Cc1cc(C(=O)c2ccccc2O)cn(-c2ccc(Cl)cc2)c1=O	95.0	93.0	92.0	95.0	0.1	-10.0	91.0	12	0.0	94.0	11
CCCc1nc2c(=O)n(C)c(=O)[nH]c2n1C	98.0	98.0	106.0	101.0	0.9	-10.5	100.0	34	4.3	99.0	26
Cc1ccc(C(=O)C(C)N2C(=O)NC(C)(c3ccccc3)C2=O)cc1 (stereo not drawn)	96.0	94.0	97.0	96.0	2.4	0.8	94.0	27	4.2	95.0	12
Cc1ccc(OCC(O)CN2CCN(CC(O)COc3ccc(C)cc3)CC2)cc1 (stereo not drawn)	93.0	97.0	97.0	97.0	0.6	-15.6	94.0	32	1.1	92.0	16
Cc1ccc(NC2=C(Cl)C(=O)OC2OC(=O)c2ccccc2)c(C)c1 (stereo not drawn)	90.0	90.0	92.0	89.0	0.4	nt	94.0	25	0.0	91.0	20
O=C(CN(c1ccccc1)S(=O)(=O)c1ccccc1)Nc1ccccc1C(=O)NCc1ccco1	98.0	99.0	103.0	98.0	2.8	-9.5	99.0	3	7.8	95.0	8
COc1ccc(N2CCN(c3nc(Nc4ccc(F)cc4)nc(OC)n3)CC2)cc1	98.0	98.0	99.0	99.0	-0.1	nt	97.0	7	1.7	99.0	17
COc1ccc(C2(O)CCN(C(=O)Cc3cccnc3)CC2)cc1	99.0	100.0	106.0	103.0	-0.6	nt	96.0	21	0.8	100.0	16
CC1CCCCN1CC(=O)NC(=O)NCc1ccccc1 (stereo not drawn)	97.0	100.0	102.0	100.0	0.6	-7.1	98.0	15	-3.2	101.0	9
COc1ccc(CCNC(=O)CN2C(=O)NC(C)(c3ccc([N+](=O)[O-])cc3)C2=O)cc1 (stereo not drawn)	95.0	99.0	99.0	99.0	1.3	nt	98.0	11	11.4	98.0	18
CC(=O)c1c(C)nn(CC(O)Cn2c3c(c4cc(C)ccc42)CCCC3=O)c1C (stereo not drawn)	91.0	97.0	97.0	97.0	1.2	nt	97.0	31	1.1	95.0	18
O=C(Nc1ccccn1)c1ccc2ccccc2n1	99.0	100.0	98.0	97.0	0.3	nt	96.0	11	2.1	99.0	22
Cc1ccc(-c2nnn(CC(=O)Nc3ccccc3-c3ccccc3)n2)c(-n2cnnn2)c1	95.0	99.0	97.0	97.0	3.4	nt	94.0	7	1.6	97.0	50
N#Cc1cc(C(=O)c2ccccc2OCC(=O)Nc2ccccc2)cn(C2CCCCC2)c1=O	102.0	104.0	104.0	103.0	0.1	12.1	101.0	9	0.7	102.0	10
O=C(Cn1cnc2c(cnn2-c2ccccc2)c1=O)NCCc1ccccc1	100.0	102.0	107.0	103.0	0.0	nt	102.0	23	0.0	102.0	15
O=C(COc1ccc([N+](=O)[O-])cc1)NN=C1CCCC1	95.0	99.0	97.0	96.0	-0.2	nt	100.0	7	0.4	97.0	9
O=c1cc(-c2ccccc2)nc(N2CCCCC2)[nH]1	96.0	102.0	98.0	99.0	0.5	nt	101.0	12	2.7	99.0	39
CS(=O)(=O)N(CC(=O)Nc1cc(Cl)ccc1Cl)c1ccccc1Cl	98.0	101.0	100.0	100.0	0.4	-18.4	102.0	10	1.7	100.0	31
COc1cccc(C(=O)Nc2cccc(SC)c2)c1	101.0	104.0	108.0	105.0	0.0	-25.9	106.0	35	0.1	104.0	17
CCCCc1c(C)[nH]c(C(=O)OCC)c1C	94.0	94.0	96.0	95.0	2.1	-17.7	102.0	7	9.1	96.0	12
Cc1ccc(S(=O)(=O)NNC(=O)C2Cc3c(ccc4ccccc34)O2)cc1 (stereo not drawn)	97.0	98.0	101.0	94.0	0.3	-10.8	99.0	23	0.6	96.0	15
CC(C)C(c1nnnn1C1CCCCC1)N1CCN(c2ncccn2)CC1 (stereo not drawn)	98.0	100.0	106.0	103.0	2.9	15.1	101.0	12	7.8	102.0	33
COCn1c(COc2ccc3ccccc3c2)nc2ccccc21	99.0	100.0	99.0	99.0	2.0	10.1	90.0	6	7.6	98.0	15
Cc1cccc(-c2nc(CS(=O)CC(=O)NC3CCCC3)c(C)o2)c1 (stereo not drawn)	100.0	103.0	104.0	101.0	1.3	nt	103.0	5	3.4	101.0	27
O=C(CN(Cc1ccccc1F)C(=O)Cn1nnc(-c2cccs2)n1)NCC1CCCO1 (stereo not drawn)	91.0	93.0	90.0	94.0	0.3	5.2	95.0	5	-0.1	95.0	53
CCCCNC(=O)COC(=O)c1cc(C)oc1C	96.0	98.0	98.0	91.0	0.8	-9.2	92.0	6	1.3	96.0	14
COCCn1c(COc2cccc(OC)c2)nnc1SCC(=O)N1CCOCC1	98.0	100.0	99.0	102.0	0.3	nt	97.0	21	1.5	98.0	10
COc1ccc(/C=C/C(=O)Oc2cc(C)[nH]c(=O)c2[N+](=O)[O-])cc1OC	98.0	101.0	103.0	101.0	0.3	15.1	107.0	21	-0.4	100.0	11
CC(=O)N(CCN(C(C)=O)c1ccccc1)c1ccccc1	99.0	98.0	102.0	101.0	0.3	nt	97.0	29	0.9	99.0	12
Clc1ccccc1-c1nnc2sc(-c3ccc(Br)o3)nn12	100.0	102.0	101.0	101.0	0.3	nt	102.0	12	2.4	102.0	8
O=C(Nc1cc(Cl)cc(Cl)c1)c1ccc(Cn2c(=O)[nH]c3ccsc3c2=O)cc1	90.0	92.0	96.0	94.0	0.3	nt	95.0	6	-1.2	93.0	16
CC(c1ccccc1)c1nnc(N)s1 (stereo not drawn)	92.0	92.0	96.0	91.0	-0.1	nt	92.0	11	-1.3	94.0	12
Cc1ccc(C(=O)N/C(=C/c2ccc(Cl)cc2)C(=O)NCC2CCCO2)cc1 (stereo not drawn)	101.0	101.0	102.0	103.0	1.4	nt	99.0	10	15.6	99.0	10
CCOC(=O)c1c(C)[nH]c(C(=O)COC(=O)COc2ccccc2C)c1C	97.0	99.0	96.0	99.0	0.6	-1.1	101.0	2	0.1	96.0	19
CCOC(=O)N1CCN(C(=S)NC2CCCC2)CC1	99.0	101.0	103.0	101.0	0.3	13.1	105.0	5	4.2	101.0	11
CS(=O)(=O)N(CC(=O)N1CCOCC1)Cc1ccc(Cl)cc1	97.0	99.0	99.0	100.0	0.1	5.7	100.0	34	0.4	99.0	13
CCc1nc(N2CCN(C(=O)c3ccccc3)CC2)c(C#N)c2c1COC(C)(C)C2	98.0	97.0	98.0	97.0	2.6	15.7	97.0	7	18.2	98.0	31
COC(=O)c1ccc(NC(=O)c2cnc3scc(C)n3c2=O)cc1	94.0	96.0	96.0	94.0	-0.4	nt	104.0	5	-0.4	96.0	18
COc1ccccc1OC(C)c1nnc(SCC(=O)Nc2c(C)n(C)n(-c3ccccc3)c2=O)n1-c1ccccc1 (stereo not drawn)	98.0	101.0	103.0	101.0	0.8	nt	101.0	22	3.0	100.0	54
Cc1ccc(-c2c(C(=O)O)c(C(=O)O)c3n2CCC3)cc1	?	?	?	?	1.5	13.2	?	13	15.7	?	10
CNC(=O)CS(=O)(=O)CC(=O)Nc1cc(OC(C)C)c(Cl)cc1Cl	96.0	93.0	97.0	93.0	0.3	nt	96.0	3	1.7	94.0	10
COc1cc2c(cc1OC)CN(C(=O)Cc1ccc(OC)c(S(=O)(=O)N3CCOCC3)c1)CC2	94.0	99.0	101.0	98.0	0.0	nt	95.0	12	5.2	95.0	42
CC(C)(C)c1ccc(NC(=O)Cn2cnc3cc([N+](=O)[O-])ccc3c2=O)cc1	90.0	87.0	91.0	85.0	-0.3	-4.3	96.0	9	-0.7	85.0	14
COc1ccc(NC(=O)N/C=C/c2ccco2)cc1	97.0	99.0	99.0	95.0	-0.4	nt	105.0	9	-1.4	96.0	13
CCN(CC)S(=O)(=O)c1cccc(NC(=O)CSc2nc3ccccc3[nH]2)c1	95.0	97.0	97.0	96.0	0.0	20.8	101.0	10	0.0	97.0	16
COC(=O)C(C)C1Sc2ccccc2NC1=O (stereo not drawn)	98.0	99.0	100.0	99.0	0.3	nt	95.0	23	2.4	97.0	22
CCOC(=O)N1CCN(C(=O)c2oc3ccc(S(=O)(=O)N4CC(C)CC(C)C4)cc3c2C)CC1 (stereo not drawn)	95.0	97.0	97.0	98.0	2.5	14.8	98.0	9	10.2	97.0	29
Cn1c(=O)c2c(nc(SCCCC#N)n2Cc2ccccc2F)n(C)c1=O	96.0	93.0	97.0	93.0	1.2	nt	94.0	2	1.5	94.0	23
Cc1ccc(NC(=O)NC(=O)CSc2nnnn2C)c(C)c1	93.0	95.0	91.0	94.0	0.7	nt	94.0	9	2.9	92.0	31
O=S(=O)(c1cccs1)n1cnc2ccccc21	99.0	101.0	102.0	101.0	0.7	nt	101.0	7	3.4	101.0	17
CC(C)OP(=O)(c1ccc(N(C)C)cc1)C(O)c1c(Cl)cccc1Cl (stereo not drawn)	100.0	105.0	107.0	104.0	0.9	nt	103.0	9	3.1	103.0	17

Compound activity: PubChem, several laboratories
